Mcl1-Bid inh: disrupts binding of human Mcl-1 to Bid peptide | TR-FRET Mcl-1/Bid-Dy647 peptide binding, 1536-well | inhibition, % at 21.7 µM | actives 0.97% (n = 220,000) | AID 1021;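 active means compounds that cut the binding signal by more than half at the single screening dose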;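 further: His-tagged Mcl-1 with europium anti-His antibody binding Bid BH3 peptide; 0% = Mcl-1 plus peptide wells and 100% = peptide-only wells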
Target sequence (Q07820 whole entry, looked up): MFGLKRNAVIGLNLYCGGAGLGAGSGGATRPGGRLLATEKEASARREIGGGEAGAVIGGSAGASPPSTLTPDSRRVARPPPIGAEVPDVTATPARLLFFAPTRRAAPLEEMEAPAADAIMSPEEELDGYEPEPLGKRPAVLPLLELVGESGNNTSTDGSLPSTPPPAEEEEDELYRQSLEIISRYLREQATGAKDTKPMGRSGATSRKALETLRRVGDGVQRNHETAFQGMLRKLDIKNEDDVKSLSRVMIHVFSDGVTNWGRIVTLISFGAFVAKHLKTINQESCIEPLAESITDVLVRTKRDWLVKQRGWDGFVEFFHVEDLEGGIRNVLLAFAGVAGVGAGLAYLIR
HRas wt GTP: human HRas wildtype GTP binding, change in either direction. GTP binding activity, % at 10 µM. actives 0.14% (n = 190,000). P01112. GST-Ras wt beads, Bodipy-FL-GTP binding, flow cytometry; actives lie on both sides;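 active means GTP binding activity at least 20% away from the 100% baseline, either lowered as inhibitor or raised as activator; inconclusive means flagged as likely green fluorescent, judged across all proteins in the well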;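 further: 0% = unlabeled GTP competition control and 100% = no-compound control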
Target sequence (P01112 whole entry, looked up): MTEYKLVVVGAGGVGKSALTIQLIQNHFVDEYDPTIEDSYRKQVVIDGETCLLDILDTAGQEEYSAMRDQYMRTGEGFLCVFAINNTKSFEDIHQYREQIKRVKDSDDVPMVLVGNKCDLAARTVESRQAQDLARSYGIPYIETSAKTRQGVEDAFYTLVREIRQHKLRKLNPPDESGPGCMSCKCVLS
Bim-Mcl-1: disrupts Bim peptide binding to human Mcl-1; Q07820; Bead-based flow cytometry, Bim peptide-Mcl-1 binding; inhibition, % at 10 µM; actives 0.1% (n = 190,000); in the data active means inhibition above about 40%;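 further: 0% = no compound tracer wells and 100% = peptide blocker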
Avidin bead fluor: compound fluoresces at 488/530 nm on avidin beads | compound fluorescence 488/530 nm, flow cytometry; active compounds read high | actives 0.38% (n = 220,000) | fluorescence (KMESF) at 10 µM; in the data active means fluorescence above about 47; further: inactives centre near 10
Rac1 wt modul: human Rac1 wildtype GTP binding, inhibitors and activators. AID 757. GTP binding activity (% of control), % at 10 µM. GST-Rac1 beads, fluorescent GTP binding, flow cytometry; actives lie on both sides; 0 = cold GTP competed, 100 = untreated. actives 0.27% (n = 190,000);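 active means GTP binding activity at least 20 points away from the 100% control level, either lower or higher; inconclusive means compound flagged as likely green fluorescent, judged across all proteins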
Pf gamet viab: P. falciparum stage V gametocyte viability inhibition; P. falciparum stage V gametocytes, ATP luminescence, 24 h; inhibition, % at 10.9 µM; actives 0.065% (n = 150,000); AID 743093;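 active means inhibition above the mean plus 3 SD of compounds within the control limits, set per campaign, cut at about 38% in these data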;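 further: 0% = DMSO wells and 100% = medium only without gametocytes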
Rac1 mut GTP: human Rac1 activated mutant GTP binding change; P63000; GST-Rac1 activated beads, fluorescent GTP binding, flow cytometry; actives lie on both sides; 100% means binding = to untreated wells; percent activity (GTP binding), % at 10 µM; actives 0.11% (n = 190,000); AID 764;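 active means GTP binding at least 20 percentage points away from the 100% baseline, in either direction, so actives lie on both sides; inconclusive means Compound likely fluorescent itself, or too few beads counted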
Mcl1 Noxa PPI: disrupts binding of human Mcl-1 to Noxa peptide | TR-FRET Mcl-1/Noxa peptide binding, 2 h | AID 1022 | actives 1.5% (n = 220,000) | Q07820 | inhibition, % at 21.7 µM;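 active means compounds that cut the protein-peptide binding signal by more than 50% relative to plate controls in a single-dose test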;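 further: His-tagged Mcl-1 with rhodamine Noxa BH3 peptide and terbium anti-His antibody; 0% = Mcl-1 plus Noxa peptide wells and 100% = peptide-only wells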
Cdc42 wt: changes GTP binding to wildtype human Cdc42; GST-Cdc42 beads, Bodipy-GTP binding, flow cytometry; actives lie on both sides; percent activity (GTP binding), % at 10 µM; actives 0.2% (n = 190,000); AID 761;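 active means percent activity GTP binding at least 20 points away from the 100% baseline, either down as inhibitor or up as activator; inconclusive means compound flagged as likely green fluorescent from well-wide comparison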;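 further: median bead fluorescence of bound Bodipy-FL-GTP at 100 nM; 0% = excess unlabeled GTP control and 100% = no compound control; below 100% means less GTP binding so inhibitor and above means activator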
Target sequence (P60953 whole entry, looked up): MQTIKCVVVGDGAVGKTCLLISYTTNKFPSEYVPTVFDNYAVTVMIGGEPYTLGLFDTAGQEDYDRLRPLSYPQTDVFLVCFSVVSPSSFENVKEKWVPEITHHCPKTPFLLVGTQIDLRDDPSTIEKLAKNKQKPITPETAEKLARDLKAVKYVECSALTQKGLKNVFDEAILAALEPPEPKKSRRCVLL
Rab7 wt modul: alters GTP binding to wildtype dog Rab7; GST-Rab7 beads, fluorescent GTP binding, flow cytometry; actives lie on both sides; untreated = 100%, excess cold GTP = 0%; GTP binding activity (percent of control), % at 10 µM; actives 0.055% (n = 190,000);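 active means fluorescent GTP binding to Rab7 beads changed by at least 20 points from the 100% baseline, either direction, mostly lower; inconclusive means compound itself probably fluorescent, or too few beads counted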;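 further: median green fluorescence of bound Bodipy-FL-GTP per Rab7 bead population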
Rab2 wt GTP: changes GTP binding to wildtype dog Rab2A, up or down | P61105 | GST-Rab2 wt beads, Bodipy-GTP binding, flow cytometry | GTP binding activity, % at 10 µM | AID 760 | actives 0.19% (n = 190,000);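 active means GTP binding activity at least 20 points away from 100%, either lowered or raised; inconclusive means signal likely due to the compound's own green fluorescence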;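 further: 0% = beads with excess unlabeled GTP and 100% = no-compound control corrected for plate trend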
The depositor's hits bear a star; ? = inconclusive; . = not tested or not shown.

SMILES | Mcl1-Bid inh | HRas wt GTP | Bim-Mcl-1 | Avidin bead fluor | Rac1 wt modul | Pf gamet viab | Rac1 mut GTP | Mcl1 Noxa PPI | Cdc42 wt | Rab7 wt modul | Rab2 wt GTP
Cc1ccsc1C1C(C#N)=C(N)OC2=C1C(=O)CC(C)(C)C2 (centres undefined) | -17.6 | 99.0 | 0.0 | 24 | 99.0 | -4.1 | 98.0 | 1.7 | 97.0 | 103.0 | 96.0
Cc1ccc(S(=O)(=O)N2CCN(C(=O)N(c3ccccc3)c3ccccc3)CC2)cc1 | -14.8 | 101.0 | 3.0 | 14 | 103.0 | -1.3 | 99.0 | -2.6 | 102.0 | 98.0 | 99.0
O=C(NC(NCC1CCCO1)C(Cl)(Cl)Cl)c1cccc2ccccc12 (centres undefined) | -0.7 | 98.0 | -3.0 | 9 | 98.0 | . | 95.0 | 0.1 | 97.0 | 94.0 | 95.0
O=C(CCc1nnc(Cc2ccc(-c3ccccc3)cc2)o1)NCCc1ccccn1 | -1.2 | 98.0 | 0.0 | 6 | 102.0 | -7.3 | 99.0 | 1.2 | 97.0 | 99.0 | 99.0
Cn1c(=O)c2c(O)cc(=O)[nH]c2n(-c2ccccc2)c1=O | -29.7 | 101.0 | 4.0 | 4 | 103.0 | 2.5 | 97.0 | 6.2 | 103.0 | 102.0 | 100.0
O=C1CCC(=O)N1CN(Cc1ccco1)CN1C(=O)CCC1=O | -26.7 | 100.0 | -2.0 | 12 | 104.0 | . | 96.0 | 26.3 | 104.0 | 100.0 | 100.0
COc1ccc(OCCNc2c([N+](=O)[O-])c(=O)oc3ccccc23)cc1 | -13.8 | 94.0 | 1.0 | 8 | 89.0 | 5.8 | 93.0 | 4.0 | 93.0 | 103.0 | 91.0
O=C(C1=C[C@H](c2csc3ccccc23)C[C@H](OCCCCO)O1)N1CCOCC1 | -6.9 | 100.0 | 0.0 | 6 | 99.0 | -9.0 | 97.0 | -15.7 | 99.0 | 101.0 | 100.0
CC(C)[N+](C)(CCOC(=O)C1c2ccccc2Oc2ccccc21)C(C)C | 6.2 | 103.0 | -1.0 | 10 | 99.0 | . | 102.0 | 5.0 | 98.0 | 100.0 | 99.0
O=C(CCCCCNc1nc(=S)[nH]c2ccccc12)NCCC1=CCCCC1 | -26.4 | 99.0 | -2.0 | 30 | 95.0 | -34.5 | 95.0 | -18.2 | 96.0 | 107.0 | 97.0
O=C1Nc2ccc(Br)cc2C12NNc1ccccc1O2 (centres undefined) | -6.9 | 82.0 | 3.0 | 9 | 84.0 | -27.6 | 89.0 | 33.9 | 79.0* | 96.0 | 83.0
Cc1ccc(C)c(C2C(C#N)=C(N)Oc3cc(C)oc(=O)c32)c1 (centres undefined) | -0.3 | 100.0 | -2.0 | 6 | 103.0 | -9.7 | 96.0 | 3.5 | 99.0 | 104.0 | 100.0
CCC(=O)NC(NC(=S)Nc1cccc2cccnc12)C(Cl)(Cl)Cl (centres undefined) | -12.2 | 100.0 | -7.0 | 10 | 105.0 | -6.8 | 99.0 | 10.3 | 102.0 | 99.0 | 99.0
OCC1(Cc2ccccc2)CCN(Cc2cc3ccccc3o2)CC1 | -15.6 | 101.0 | -2.0 | 3 | 100.0 | 12.2 | 95.0 | 7.4 | 98.0 | 98.0 | 98.0
Cc1ccc(C(=O)NC(=S)Nc2ccc3[nH]c(=O)[nH]c3c2)c(C)c1 | -20.8 | ? | 4.0 | 11 | ? | . | ? | -2.2 | ? | ? | ?
NS(=O)(=O)c1cccc(NC(=O)COC(=O)C2CCCCC2)c1 | -24.2 | 99.0 | -3.0 | 9 | 100.0 | . | 96.0 | -10.8 | 100.0 | 101.0 | 100.0
Cn1nc(C(F)(F)F)c(C(=O)Nc2ccc(F)cc2F)c1Sc1ccc(Cl)cc1 | 13.4 | 98.0 | -4.0 | 18 | 98.0 | 15.6 | 99.0 | 3.4 | 96.0 | 99.0 | 98.0
Cc1cc(-c2n[nH]c(=S)n2/N=C/c2ccccc2[N+](=O)[O-])n[nH]1 | -90.1 | 101.0 | -12.0 | 14 | 101.0 | 3.9 | 100.0 | 27.9 | 100.0 | 103.0 | 99.0
CCC(=O)N1CCN(c2ccccc2NC(=O)COc2ccccc2Cl)CC1 | -0.3 | 97.0 | 0.0 | 10 | 97.0 | . | 95.0 | 17.1 | 99.0 | 97.0 | 96.0
COc1ccc(-c2noc(-c3ccc4c(c3)OCO4)n2)cc1 | 14.4 | 103.0 | -3.0 | 13 | 102.0 | . | 99.0 | -1.2 | 104.0 | 100.0 | 100.0
CCCCNC(=S)N(C)/N=C/c1ccc(OCC(=O)Nc2c(C)cc(C)cc2C)c(OC)c1 | -14.2 | 100.0 | 0.0 | 11 | 101.0 | -12.1 | 102.0 | 4.8 | 100.0 | 99.0 | 102.0
CN(C)c1cc[n+](CCC(=O)Nc2cccc([N+](=O)[O-])c2N)cc1 | -13.1 | 102.0 | -3.0 | 3 | 101.0 | . | 100.0 | -13.4 | 98.0 | 104.0 | 100.0
CCC(=O)N(CCN1CCOCC1)Cc1cc2cc3c(cc2nc1Cl)OCO3 | 0.5 | 101.0 | 1.0 | 7 | 104.0 | . | 98.0 | -1.6 | 101.0 | 105.0 | 99.0
COc1ccc(N2CCC(CNC(=S)Nc3cccc(C)c3)C2)cc1 (centres undefined) | -73.4 | ? | 3.0 | 13 | ? | . | ? | 72.6* | ? | ? | ?
COc1ccc(C(=O)NCc2c(CC(C)C)oc(C)c2C(=O)O)cc1 | -21.1 | 100.0 | -4.0 | 14 | 99.0 | . | 98.0 | -6.2 | 102.0 | 98.0 | 99.0
Cc1ccccc1-n1c(-c2csc3ccccc23)n[nH]c1=S | -17.2 | 97.0 | -7.0 | 2 | 97.0 | . | 93.0 | 22.1 | 97.0 | 97.0 | 98.0
c1ccc(-c2n[nH]nc2-c2ccccc2)cc1 | -5.6 | 98.0 | 0.0 | 5 | 100.0 | 3.5 | 98.0 | -14.7 | 99.0 | 98.0 | 97.0
CCc1ccccc1NC(=O)CSc1n[nH]c(C)c1[N+](=O)[O-] | -3.7 | 97.0 | 3.0 | 9 | 101.0 | 6.5 | 99.0 | 1.9 | 101.0 | 95.0 | 97.0
CC(C(=O)O)N1C(=O)/C(=C/C=C/c2ccco2)SC1=S (centres undefined) | . | 95.0 | -2.0 | 5 | 95.0 | . | 94.0 | . | 95.0 | 92.0 | 95.0
CC(=O)c1ccc(C(=O)N(CCN(C)C)c2nc3c(Cl)cccc3s2)cc1 | -12.1 | 97.0 | 0.0 | 11 | 102.0 | -8.8 | 98.0 | 6.2 | 98.0 | 92.0 | 98.0
O=C(COC(=O)c1cccnc1)Nc1ccc(F)cc1 | -21.1 | 101.0 | -3.0 | 13 | 97.0 | 32.8 | 98.0 | 6.6 | 104.0 | 91.0 | 102.0
O=C(NC1CCCCC1)C(c1ccc(F)cc1)N(CCc1ccccc1)C(=O)CN1C(=O)c2ccccc2S1(=O)=O (centres undefined) | -8.0 | 100.0 | -6.0 | 13 | 99.0 | . | 100.0 | -11.0 | 99.0 | 97.0 | 101.0
N#Cc1cccc(OCC(=O)NC(=O)NCc2ccccc2)c1 | -18.1 | 100.0 | -3.0 | 11 | 101.0 | 12.2 | 97.0 | 0.6 | 98.0 | 106.0 | 100.0
CN(C)c1ccc(C(=O)NC2(N3CCC3=O)CCCC2)cc1 | -56.2 | 93.0 | 2.0 | 6 | 90.0 | 1.1 | 92.0 | 7.6 | 90.0 | 97.0 | 95.0
O=C(CN(C1CCCCC1)S(=O)(=O)c1ccc(F)cc1)Nc1ccc2c(c1)OCO2 | -5.7 | 101.0 | 6.0 | 7 | 105.0 | 4.8 | 101.0 | 9.5 | 101.0 | 101.0 | 102.0
O=C(CC(c1ccc(F)cc1)c1ccco1)N1CCCC1 (centres undefined) | -2.1 | 99.0 | -2.0 | 21 | 108.0 | . | 98.0 | 20.1 | 105.0 | 100.0 | 98.0
CCOc1ccc(CC(=O)C2C(=O)CCCC2=O)cc1OCC | -59.6 | 102.0 | 1.0 | 17 | 108.0 | . | 102.0 | -0.4 | 99.0 | 97.0 | 101.0
C=CCc1cccc(C=Nc2cccn3cc(-c4ccccc4)nc23)c1O | -27.1 | 97.0 | 0.0 | 12 | 97.0 | 11.2 | 95.0 | 30.7 | 96.0 | 102.0 | 97.0
CCOc1cc(C)c(Cl)cc1S(=O)(=O)NC1CC(C)(C)NC(C)(C)C1 | -21.2 | 102.0 | -6.0 | 16 | 105.0 | -10.4 | 100.0 | 17.1 | 101.0 | 99.0 | 100.0
O=C1CC(c2ccccc2F)c2cc3c(cc2N1)CCC3 (centres undefined) | -3.5 | 101.0 | -1.0 | 9 | 100.0 | . | 100.0 | 5.7 | 102.0 | 95.0 | 102.0
CCN(CC)c1ccc(NC(=O)CC2Oc3ccccc3NC2=O)c(C)c1 (centres undefined) | -5.1 | 102.0 | -2.0 | 7 | 102.0 | . | 102.0 | 20.0 | 104.0 | 102.0 | 102.0
CCCCC(=O)O[C@]1(C(=O)CO)CC[C@H]2[C@@H]3CCC4=CC(=O)CC[C@]4(C)[C@H]3[C@@H](O)C[C@@]21C | 1.8 | 98.0 | 0.0 | 9 | 104.0 | . | 98.0 | -26.7 | 103.0 | 94.0 | 100.0
O=C(NC1CCCCC1)N1CCCC1 | 2.0 | 100.0 | 0.0 | 5 | 108.0 | 6.9 | 98.0 | 1.6 | 98.0 | 98.0 | 97.0
COc1cc(/C=C(/C#N)c2nc3ccccc3[nH]2)ccc1OC(=O)c1ccco1 | -2.5 | 99.0 | -6.0 | 9 | 97.0 | . | 96.0 | 12.8 | 97.0 | 96.0 | 96.0
CC1CCC(NC(=O)c2ccc(S(C)(=O)=O)cc2)CC1 (centres undefined) | -72.5 | 100.0 | -5.0 | 10 | 102.0 | -1.9 | 99.0 | 13.8 | 104.0 | 98.0 | 102.0
Cc1cc2ncn(CCC(=O)NC(C)(C)C)c2cc1C | 4.3 | 87.0 | 2.0 | 9 | 77.0* | -20.4 | 88.0 | 38.5 | 97.0 | 100.0 | 103.0
O=C1C(=Cc2cccn2-c2ccc(O)cc2)C(=O)c2ccccc21 | 69.5* | 99.0 | 1.0 | 15 | 106.0 | . | 101.0 | 1.3 | 102.0 | 103.0 | 101.0

Source: PubChem BioAssay
